# Screening data (PubChem BioAssay)
# ATXN2 expr inh – reduces ATXN2 reporter expression in HEK-293 cells. HEK-293 ATXN2-luciferase reporter, luminescence, 24 h. Potency, µM (doses to about 57 µM), inactives show top-dose activity change, negative = inhibition, most hits filed as inhibitors. hit rate 0.72% among 360,000. AID 1745845; further: potency means the concentration at half of the fitted maximal effect; on the % scale 0 is the no-effect control and ±100 the full control effect; nearly all actives have a fitted effect of over 55% in size
#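 ATXN2-luciferase reporter cells (luciferase flanked by upstream and downstream ATXN2 gene portions) were treated 24 h at 37 °C with compounds at up to 57 uM. SteadyGlo luminescence gave expression; GF-AFC fluorescence gave viability.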
# A549 tox – A549 cytotoxicity, counter-screen for Nrf2 inhibitors. hit rate 0.16% among 390,000. AID 504648. A549 ARE-Fluc cells, CellTiter-Fluor viability, 18-24 h. Potency, µM (highest dose often 46 µM), for the others: at the top dose activity change, negative = cytotoxicity, usual class: inhibitors; further: potency means the concentration at half of the fitted maximal effect; on the % scale 0 is the no-effect control and ±100 the full control effect
#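 Cytotoxicity counterscreen: CellTiter-Fluor fluorescence was measured in A549 ARE_Fluc cells after 18-24 h of compound exposure in a concentration series. The subsequent BugLite luminescent read reports ARE-luciferase activity.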
# TGFb SMAD3 inh – blocks TGF-b signaling; HepG2 CAGA-GFP TGF-b/SMAD3 reporter, GFP fluorescence, 18 h; TGF-beta stimulated, 500 pg/mL final; Potency, µM (highest dose often 46.1 µM), inactives show at the highest dose activity, negative = inhibition, hits mostly inhibitors; hit rate 1.2% among 410,000; AID 588855; further: potency means the concentration at half of the fitted maximal effect; on the % scale 0 is the no-effect control and ±100 the full control effect; nearly all actives have a fitted effect of over 65% in size
#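 HEPG2 CAGA-GFP reporter cells (1000/well, DMEM with 1% FBS) received compounds, then recombinant TGF-beta at 500 pg/mL final for 18 hours at 37 degrees C. Per-cell GFP summed per well was normalised to unstimulated and stimulated DMSO controls before curve fitting.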
# IL-2 act – IL-2 activation. IL-2 activation reporter assay, cell-based qHTS; stimulated with anti-CD3/CD4/CD28 beads; in transgenic mouse T cells. activation, % (series mostly up to about 46 µM). hit rate 0.065% among 360,000; in the data active means activation above about 50%; inconclusive means mostly about 30% to 49%; further: 0% is about no effect
#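 EGFP and DsRed fluorescence is measured by plate cytometry in unstimulated transgenic mouse T cells exposed to compound for 60 minutes, then stimulated 18 hours at 37 degrees C with anti-CD3/anti-CD4 beads plus anti-CD28.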
# Nrf2 block – inhibitors of Nrf2 signaling | A549 ARE-Fluc reporter, luciferase luminescence, 18-24 h | Potency, µM (doses to about 46 µM), for inactives: at the top dose activity change, negative = inhibition, most hits filed as inhibitors | hit rate 2.1% among 360,000 | AID 504444; further: potency means the concentration at half of the fitted maximal effect; on the % scale 0 is the no-effect control and ±100 the full control effect; nearly all actives have a fitted effect of over 60% in size
#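 A549 ARE_Fluc cells, 5000/well, 5% FBS OPTI-MEM; compounds in dose-response, 18-24 h at 37 °C/5% CO2; CellTiter-Fluor viability read (Ex 405/Em 525), then BugLite luciferase luminescence = Nrf2 activity.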
# HepG2 viability – counter-screen for TGF-b inhibitors: cytotoxicity in HepG2 cells; HepG2 CAGA-GFP viability, ATP luminescence, 18 h; Potency, µM (titrated, usually from 46.1 µM), without a hit: at the highest dose activity change, negative = cytotoxicity, usual class: cytotoxic; hit rate 0.76% among 410,000; AID 588856; further: potency means the concentration at half of the fitted maximal effect; some results filed as inactive show a strong effect at the top dose
#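 CellTiter-Glo luminescence gave cytotoxicity after 18 hours at 37 degrees C. The cells were HepG2 CAGA-GFP in 1% FBS DMEM, stimulated with 500 pg/mL TGF-beta after compound addition. %Activity was normalised to no-cell wells (complete cell-killing) and DMSO (no toxicity), and curves were fitted and classified.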
# EPAC2 ag – agonists of human EPAC2 (RAPGEF4); Potency, µM (titrated, usually from 154 µM), without a hit: top-dose activation, most hits filed as activators; EPAC2 activation, biochemical qHTS; response scale: 100% = 6.5 mM cAMP response; hit rate 0.079% among 360,000; further: potency means the concentration at half of the fitted maximal effect; nearly all actives have a fitted effect of over 50% in size
# Target sequence (Q8WZA2 whole entry, looked up): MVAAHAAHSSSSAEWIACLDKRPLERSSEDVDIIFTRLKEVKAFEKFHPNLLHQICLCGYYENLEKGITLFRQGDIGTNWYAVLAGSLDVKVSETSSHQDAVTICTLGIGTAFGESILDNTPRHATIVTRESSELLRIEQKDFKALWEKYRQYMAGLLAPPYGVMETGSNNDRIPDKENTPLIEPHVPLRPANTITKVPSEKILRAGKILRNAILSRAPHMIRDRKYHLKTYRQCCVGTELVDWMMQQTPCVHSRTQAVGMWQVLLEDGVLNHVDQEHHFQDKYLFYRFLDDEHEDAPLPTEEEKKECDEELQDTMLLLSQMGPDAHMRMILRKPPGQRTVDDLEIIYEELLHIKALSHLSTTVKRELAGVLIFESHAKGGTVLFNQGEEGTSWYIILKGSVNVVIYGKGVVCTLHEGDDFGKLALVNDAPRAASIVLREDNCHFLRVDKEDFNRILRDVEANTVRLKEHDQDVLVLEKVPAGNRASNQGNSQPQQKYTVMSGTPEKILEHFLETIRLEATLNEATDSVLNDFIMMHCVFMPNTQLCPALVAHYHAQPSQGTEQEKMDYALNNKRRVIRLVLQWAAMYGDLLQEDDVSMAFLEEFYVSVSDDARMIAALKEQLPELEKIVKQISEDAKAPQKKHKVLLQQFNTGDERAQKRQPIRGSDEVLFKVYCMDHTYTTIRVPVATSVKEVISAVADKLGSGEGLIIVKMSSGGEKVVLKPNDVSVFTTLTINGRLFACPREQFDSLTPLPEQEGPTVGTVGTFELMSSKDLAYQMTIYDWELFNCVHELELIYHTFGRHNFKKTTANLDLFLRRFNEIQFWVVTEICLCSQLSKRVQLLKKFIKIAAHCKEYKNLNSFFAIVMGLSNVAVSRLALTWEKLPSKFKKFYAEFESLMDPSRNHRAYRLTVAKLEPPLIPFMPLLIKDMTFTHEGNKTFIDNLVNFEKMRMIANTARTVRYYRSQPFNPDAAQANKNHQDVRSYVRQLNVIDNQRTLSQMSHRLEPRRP
#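 EPAC2 (100 nM) mixed with Rap1B loaded with BODIPY-GDP (250 nM) plus 50 uM unlabeled GDP; compounds pinned in, 5 min RT, then read every 5 min for 30 min (ex 480, em 540 nm). Normalized to cAMP control.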
# Nrf2 activator – activators of Nrf2 (ARE) signaling; AID 624171; AREc32 ARE-luciferase reporter (MCF7-derived line), luminescence, 24 h; Potency, µM (doses to about 46.1 µM), inactives show at the highest dose activation, usual class: activators; hit rate 0.31% among 410,000; further: potency means the concentration at half of the fitted maximal effect; % of control where 0% means no effect; nearly all actives have a fitted effect of over 65% in size
#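 ARE activation measured as luciferase luminescence (Steady-Glo, 30 min RT) in AREc32_Fluc cells after 24 hr compound exposure at 37 deg C, 5% CO2; cells seeded overnight at 1000/well in OPTI-MEM, 5% FBS.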
# S2 tox – viability counter-screen for ATXN expression inhibitors | S2 cells (HEK-293 line with an ATXN2-luciferase reporter) viability, CellTiter-Fluor protease fluorescence, 24 h | Potency, µM (series often up to 56.7 µM), hits mostly cytotoxic | hit rate 0.49% among 400,000 | AID 651635; further: potency means the concentration at half of the fitted maximal effect; nearly all actives have a fitted effect of over 40% in size
# * hit, by the source's call; i = inactive; ? = inconclusive; · = no result given; [ ] = remark or other dose. Unless noted, the call rests on the fitted dose curve; in most records, active means well fitted curve in the direction sought with a large enough effect; inconclusive means small, poorly fitted or top-dose-only effect, or another doubt; inactive means no such curve, though single readings can be large; an effect the other way counts as inactive or inconclusive. Rows are unselected; overall some 4.3% were active at least once.
# Second line of a record – ATXN2 expr inh	A549 tox	TGFb SMAD3 inh	IL-2 act	Nrf2 block	HepG2 viability	EPAC2 ag	Nrf2 activator	S2 tox
(1) Cc1ccc(S(=O)(=O)NC(=O)Nc2nnc(C3CC3)s2)cc1
  ·	-1%	0%	-1.6	1%	-1%	0%	-0.8%	·
(2) COC(=O)c1nn(-c2nc(-c3cccc(OC)c3)cc(C(F)(F)F)n2)cc1[N+](=O)[O-]
  4%	3%	3%	0.2	5%	-2%	3%	-0.3%	i
(3) Cc1ccccc1C(=O)Nc1cccc(NC(=O)c2cccnc2)c1
  -7%	-4%	11%	0.7	-9%	4%	-1%	-0.7%	i
(4) O=C1C(SC(F)(F)C(F)F)=C(C(F)(F)F)OC2C3C=CC(C3)C12 (stereo not given)
  5%	-4%	-12%	-0.5	-16%	-6%	3%	0.0%	i
(5) Cn1cccc1C(=O)NC(=O)COC(=O)c1ccccc1Sc1ccccc1C#N
  9%	1%	17%	-0.3	-7%	-31%	9%	-0.1%	i
(6) Cc1ccc(NC(=O)c2ccccc2NS(=O)(=O)c2ccc(F)cc2)cc1S(=O)(=O)N1CCCCC1
  ?	?	?	-4.6	23µM*	-39%	2%	2.4%	i
(7) CCCn1nc2cc(C(=O)NCc3ccc4c(c3)OCO4)ccc2c1OCC
  1%	2%	-28%	0.3	-19%	-12%	7%	-0.3%	i
(8) O=C(O)CSC1CC(=O)N(c2ccc(Br)cc2)C1=O (stereo not given)
  -3%	13%	-10%	0.5	4%	-29%	14%	0.4%	i
(9) COCCCNC(=O)c1ccc(-n2c(-c3ccccc3)cc3c2CCCC3)cc1
  ·	2%	?	·	-10%	-31%	·	13µM*	·
(10) Cc1ccccc1-n1nnnc1SCC(=O)Nc1ccc(S(=O)(=O)N2CCCC2)cc1
  -10%	-11%	?	-1.1	?	-7%	11%	-0.1%	i
(11) O=C(COc1ccccc1)Nc1ccc2c(c1)nc1n2CCSC1
  38%[activator]	-1%	5%	-2.0	?	2%	9%	3.2%	i
(12) CCc1ccc2[nH]c(=O)c(C(c3nnnn3CCOC)N3CCN(c4ccc(F)cc4)CC3)cc2c1 (stereo not given)
  1%	-13%	-8%	-1.6	-14%	-3%	1%	2.4%	i
(13) Cc1ccc(NC(=O)CSCC(=O)NNC(=O)c2nn(C)c(=O)c3ccccc23)cc1
  -4%	5%	-21%	-5.4	-5%	-1%	0%	-0.9%	i
(14) O=C(Nc1ccc(Br)cc1)/C(=C/c1cccc([N+](=O)[O-])c1)NC(=O)C1CCCCC1
  -5%	-6%	4%	-1.5	-21%	1%	-4%	-0.2%	i
(15) Cc1nc(N2CCOCC2)nc(OC(C)C)c1[N+](=O)[O-]
  -17%	0%	10%	-2.2	-25%	-13%	15%	-0.9%	i
(16) COc1cc(NS(=O)(=O)c2ccc(NS(=O)(=O)c3ccccc3)cc2)nc(OC)n1
  -7%	-14%	-5%	-0.3	-4%	15%	5%	-1.0%	i
(17) Cc1c(Cl)cccc1NC(=S)NC1CCN(Cc2ccccc2)CC1
  -16%	-2%	?	0.9	-11%	-23%	-6%	4.2%	i
(18) Cc1nnc(SCCn2c(N3CC(C)CC(C)C3)nc3c2c(=O)n(C)c(=O)n3C)s1 (stereo not given)
  25%	3%	-6%	-0.1	3%	-32%	3%	-0.1%	i
(19) COc1cc(NC(=O)c2ncn[nH]2)cc(OC)c1OC
  2%	-13%	5%	0.0	0%	4%	-2%	-0.4%	?
(20) O=C(NN1C(=O)NC2(CCCCC2)C1=O)c1ccc(-c2ccc(Cl)cc2)o1
  1%	-1%	?	1.0	12%	-7%	11%	0.0%	i
(21) CCN(CC)C(=O)c1cccc(-c2csc(C(NC(C)=O)c3cccc(OC)c3)n2)c1 (stereo not given)
  0%	·	-6%	-0.6	·	-5%	5%	4.2%	i
(22) Clc1ccccc1Cn1nnc2c(Nc3ccccc3)ncnc21
  0%	-14%	-4%	3.6	?	-43%	19%	0.3%	i
(23) CC1CCN(C(=O)CN(C)S(=O)(=O)c2cccc3nsnc23)CC1
  1%	3%	5%	-1.1	9%	-4%	4%	0.1%	i
(24) COc1ccccc1-n1c(SCC(=O)O)nnc1-c1ccc(S(=O)(=O)N2CCCCC2)cc1
  1%	5%	8%	-3.5	·	19%	-1%	0.1%	i
(25) COc1ccc2[nH]c3c(c2c1)CCN1C(=O)C(CC(=O)NC(C)(C)C)C[C@H](C(=O)N2CCCCC2)[C@@]31C (stereo not given in full)
  2%	5%	-5%	-0.4	-5%	-24%	-4%	3.2%	i
(26) Cc1ccc(NC(CC(=O)c2ccccc2)C(=O)O)cc1Cl (stereo not given)
  87%[activator]	0%	-23%	-2.4	?	-19%	10%	18µM*	i
(27) CNC(=O)C1=C(C)Nc2nc3ccccc3n2C1c1cccc(OC)c1 (stereo not given)
  14%	-14%	-8%	-2.2	6%	-7%	8%	-1.4%	i
(28) O=C(NNc1ccc([N+](=O)[O-])cc1)C12CC3CC(CC(C3)C1)C2
  -7%	1%	-6%	0.6	·	-4%	-5%	0.1%	i
(29) CCCCSc1ccc2nc(-c3ccc(C#N)cc3)cn2c1
  23%	0%	15%	-0.4	?	-18%	2%	3.4%	i
(30) O=c1oc2ccccc2n1CCCOc1ccccc1
  36%	0%	7%	-1.9	8%	0%	7%	5.6%	i

# Results in HepG2 viability, EPAC2 ag and TGFb SMAD3 inh, for some of the entries so far:
entry	compound	HepG2 viability	EPAC2 ag	TGFb SMAD3 inh
30	O=c1oc2ccccc2n1CCCOc1ccccc1	0%	7%	7%
27	CNC(=O)C1=C(C)Nc2nc3ccccc3n2C1c1cccc(OC)c1 (stereo not given)	-7%	8%	-8%

# Following part.
# Second line of a record – ATXN2 expr inh	A549 tox	TGFb SMAD3 inh	IL-2 act	Nrf2 block	HepG2 viability	EPAC2 ag	Nrf2 activator	S2 tox
(31) O=C1CCCC(O)=C1C=NCc1ccccc1
  4.7µM*	-1%	-10%	-6.7	-2%	1%	-2%	-0.1%	i
(32) CCN(CC)CCCN1C(=O)C(O)=C(C(=O)c2ccco2)C1c1ccc(C)o1 (stereo not given)
  2%	1%	23%	-1.1	8%	-25%	-6%	2.3%	?
(33) Cc1ccc2c(c1)-c1c(c(C(=O)N3CCN(c4cc(Cl)ccc4C)CC3)nn1C)CS2
  -10%	1%	-14%	·	·	-17%	·	0.1%	i
(34) CCOc1ccc(NS(=O)(=O)c2ccc(OCC)c3ncccc23)cc1
  -6%	?	-7%	-2.1	?	-29%	3%	1.6%	i
(35) Nc1c(N(Cc2ccco2)C(=O)COc2ccc(Cl)cc2)c(=O)[nH]c(=O)n1Cc1ccccc1
  -4%	-1%	-4%	2.7	21%	8%	-11%	0.2%	i
(36) CC1(C)CC(=O)C=C(c2ccc(-c3ccc(S(C)(=O)=O)cc3)cc2)C1=O
  1%	·	3%	-2.3	·	-22%	-7%	7.0%	i
(37) Cc1c(C(=O)N2CCOCC2)oc2ccc(S(=O)(=O)N3CCCC3)cc12
  ?	-1%	-8%	1.7	-13%	0%	0%	0.6%	i
(38) CC(C)Oc1ccc(F)cc1-c1cc(C(=O)NCc2ccc(C(F)(F)F)cc2)[nH]n1
  -18%	·	?	-0.8	·	-35%	13%	-1.8%	?
(39) Cc1ccc(C(c2nnnn2Cc2ccccc2)N2CCN(Cc3ccncc3)CC2)cc1 (stereo not given)
  ·	0%	-4%	·	19%	1%	·	·	·
(40) CCCCOC(=O)c1ccc(NC(=O)c2c(Cl)ccc(Cl)c2OC)cc1
  -13%	4%	-19%	-3.1	10%	-14%	-4%	-0.2%	i

# Molecules shown so far containing an aryl methoxy group, in the order listed:
# Second line of a record – ATXN2 expr inh	A549 tox	TGFb SMAD3 inh	IL-2 act	Nrf2 block	HepG2 viability	EPAC2 ag	Nrf2 activator	S2 tox
(2) COC(=O)c1nn(-c2nc(-c3cccc(OC)c3)cc(C(F)(F)F)n2)cc1[N+](=O)[O-]
  4%	3%	3%	0.2	5%	-2%	3%	-0.3%	i
(16) COc1cc(NS(=O)(=O)c2ccc(NS(=O)(=O)c3ccccc3)cc2)nc(OC)n1
  -7%	-14%	-5%	-0.3	-4%	15%	5%	-1.0%	i
(19) COc1cc(NC(=O)c2ncn[nH]2)cc(OC)c1OC
  2%	-13%	5%	0.0	0%	4%	-2%	-0.4%	?
(21) CCN(CC)C(=O)c1cccc(-c2csc(C(NC(C)=O)c3cccc(OC)c3)n2)c1 (stereo not given)
  0%	·	-6%	-0.6	·	-5%	5%	4.2%	i
(24) COc1ccccc1-n1c(SCC(=O)O)nnc1-c1ccc(S(=O)(=O)N2CCCCC2)cc1
  1%	5%	8%	-3.5	·	19%	-1%	0.1%	i
(25) COc1ccc2[nH]c3c(c2c1)CCN1C(=O)C(CC(=O)NC(C)(C)C)C[C@H](C(=O)N2CCCCC2)[C@@]31C (stereo not given in full)
  2%	5%	-5%	-0.4	-5%	-24%	-4%	3.2%	i
(27) CNC(=O)C1=C(C)Nc2nc3ccccc3n2C1c1cccc(OC)c1 (stereo not given)
  14%	-14%	-8%	-2.2	6%	-7%	8%	-1.4%	i
(40) CCCCOC(=O)c1ccc(NC(=O)c2c(Cl)ccc(Cl)c2OC)cc1
  -13%	4%	-19%	-3.1	10%	-14%	-4%	-0.2%	i
